TNF necrop inh: inhibitors of TNF-alpha triggered necroptosis, primary screen, cell-based, Jurkat FADD-/-, single concentration | actives 0.068% (n = 220,000) | AID 463075, 2010 | Jurkat FADD-/- TNF necroptosis rescue, ATP luminescence, 24 h; 0 = TNF only, 100 = no-TNF cells | activation (protection from cell death), % at 10 µM;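 active = activation, meaning protection from cell death, of at least 50% relative to plate controls; inactive = activation below 50%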;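 note: necroptosis triggered by 40 ng/mL TNF-alpha added together with compound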
TRPN1 ag: zebrafish TRPN1 channel agonists, primary screen, cell-based, HEK293, calcium fluorescence | activation, % at 3 µM | actives 0.18% (n = 220,000) | transient receptor potential cation channel N1 (TRPN1/NompC), Danio rerio | AID 1424, 2008 | HEK293 zebrafish TRPN1-YFP, Fluo-8 calcium fluorescence; 100% = response to 87 µM carbachol;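 active = activation above its plate's cutoff, the mean activation of test wells on that plate plus 3 SD, cut at about 19% in these data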;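 note: 0% = DMSO alone and 100% = 87 µM carbachol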
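Material: zebrafish TRPN1-YFP in HEK293 cells; Doses: single test compound dose, 3 µM nominal, 0.3% DMSO; Timing: dye loading 1 h at 37 °C, then 30 min room temperature; Technique: intracellular calcium fluorescence with Fluo-8; Benchmarks: high carbachol 87 µM, low DMSO alone.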
Runt-SMMHC FRET: inhibitors of RUNX1 Runt–CBFb-SMMHC binding, primary screen, biochemical, FRET, Cerulean-Runt, Venus-CBFb-SMMHC, uHTS; Runt-related transcription factor 1 (Homo sapiens) + Core-binding factor subunit beta …; Cerulean-Runt/Venus-CBFb-SMMHC FRET ratio 530/480, 1 h; inhibition, % at 20 µM; actives 0.74% (n = 220,000);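 active = mean inhibition across duplicate retests at 20 µM reaching about 50%, limit read from the data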;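 note: 0% = DMSO wells and 100% = wells with excess untagged CBFb-SMMHC; inhibitors lower the FRET ratio by blocking Runt binding to CBFb-SMMHC; some results filed as inactive read as strong as hits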
MDM2 E3 inh: MDM2-luciferase reporter signal enhancers, primary screen, MDM2 E3 ligase inhibitor project, cell-based, luminescence, 1536-well; AID 1230, 2008; E3 ubiquitin-protein ligase Mdm2 (Homo sapiens), Q00987; signal enhancement, % at 5 µM; actives 0.11% (n = 210,000); cell-based MDM2 ubiquitination luciferase reporter, 2 h; 0 = plate control, 100 = twice control, blank-subtracted;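 active = signal enhancement of 30% or more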;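 note: luminescence tracks abundance of the self-degrading MDM2-luciferase fusion protein; higher signal means inhibition of MDM2 E3 ligase activity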
Target sequence (Q00987 whole entry, looked up, the tested form may be a part): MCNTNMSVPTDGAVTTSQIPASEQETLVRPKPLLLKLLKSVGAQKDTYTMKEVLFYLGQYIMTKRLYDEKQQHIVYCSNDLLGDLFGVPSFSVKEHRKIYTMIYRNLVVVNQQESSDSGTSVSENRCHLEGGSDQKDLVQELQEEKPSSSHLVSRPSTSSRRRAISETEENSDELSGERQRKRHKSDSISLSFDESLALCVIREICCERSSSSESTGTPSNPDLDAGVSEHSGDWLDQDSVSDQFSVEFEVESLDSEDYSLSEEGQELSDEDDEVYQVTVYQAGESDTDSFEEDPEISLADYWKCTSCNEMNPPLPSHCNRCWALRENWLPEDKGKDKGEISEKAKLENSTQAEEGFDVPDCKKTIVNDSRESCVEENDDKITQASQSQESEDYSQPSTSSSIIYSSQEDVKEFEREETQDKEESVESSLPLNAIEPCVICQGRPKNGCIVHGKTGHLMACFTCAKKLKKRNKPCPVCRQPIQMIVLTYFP
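system = mammalian cells stably expressing self-ubiquitinating, self-degrading MDM2 E3–luciferase fusion | quantity = 2000 cells per well seeded | incubation = 4 h cell settling then 2 h compound exposure, 37 °C | signal = SteadyLite luminescence, 15 min reagent step | benchmarks = plate control and blank wells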
p47phox inh: p47phox/p22phox peptide binding inhibitors, primary screen, biochemical, uHTS, NADPH oxidase regulatory subunit. inhibition, % at 24.7 µM. fluorescence polarization, 2 h. actives 0.53% (n = 220,000);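 active = inhibition above about 30%, limit read from the data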;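 note: 0% = p47phox with labelled peptide and 100% = labelled peptide alone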
Target sequence (P14598 whole entry, looked up): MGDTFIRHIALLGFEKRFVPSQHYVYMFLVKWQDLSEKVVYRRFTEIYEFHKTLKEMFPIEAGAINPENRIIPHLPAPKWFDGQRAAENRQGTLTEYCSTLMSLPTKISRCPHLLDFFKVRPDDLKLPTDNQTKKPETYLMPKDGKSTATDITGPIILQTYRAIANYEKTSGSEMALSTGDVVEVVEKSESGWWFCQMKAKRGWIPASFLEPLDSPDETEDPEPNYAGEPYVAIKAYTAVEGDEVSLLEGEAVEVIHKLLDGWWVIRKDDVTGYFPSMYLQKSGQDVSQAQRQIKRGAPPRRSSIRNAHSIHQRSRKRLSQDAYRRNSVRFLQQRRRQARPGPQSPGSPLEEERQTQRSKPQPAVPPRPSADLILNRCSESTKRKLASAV
EBV gp42 inh: Epstein-Barr virus gp42 inhibitors, primary screen, biochemical, uHTS, fluorescence polarization; Fluorescence polarization binding assay, mP read-out; inhibition, % (tested at 21.74 µM); actives 0.42% (n = 220,000); Glycoprotein 42 (Epstein-Barr virus (strain AG876)), Q1HVG2; in the data active = inhibition above about 50%
Target sequence (Q1HVG2 whole entry, looked up): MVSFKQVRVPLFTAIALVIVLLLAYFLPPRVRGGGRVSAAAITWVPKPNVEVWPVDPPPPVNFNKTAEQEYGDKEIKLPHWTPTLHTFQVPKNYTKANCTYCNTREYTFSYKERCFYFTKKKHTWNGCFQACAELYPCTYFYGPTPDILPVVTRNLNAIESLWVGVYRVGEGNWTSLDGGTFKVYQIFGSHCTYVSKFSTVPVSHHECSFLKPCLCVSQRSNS
TRPML3 agonist: human TRPML3 channel agonists, primary screen, cell-based, HEK293 TRPML3-YFP, Fluo-8 calcium fluorescence, 3 µM; 100% = the carbachol control signal; activation, % at 3 µM; actives 0.29% (n = 220,000); AID 1448, 2008;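 active = activation above its plate's cutoff, the mean activation of the plate's test wells plus 3 SD, cut at about 12% in these data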;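 note: 0% = DMSO only wells and 100% = carbachol wells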
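Test system: TRPML3-YFP stable HEK293 cells. Doses: single point at 3 µM. Incubation: dye loading 1 h 37 °C then 30 min ambient, 125 s read. Signal: Fluo-8 calcium dye fluorescence, ex 470-495, em 515-575 nm. Measure: percent activation from peak-to-basal fluorescence ratio, scaled between DMSO and carbachol.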
PPC-1+TRAIL kill: compounds killing PPC-1 cancer cells with TRAIL present, primary screen, TRAIL potentiator project, ATPLite luminescence, uHTS; PPC-1 cells + TRAIL, ATPLite viability luminescence; cell killing (% activity), % at 4 µM; actives 0.41% (n = 220,000);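 active = cell killing above 50% in the first pass at 4 µM, then a duplicate retest at 5 µM averaging 50% or more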;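 note: plate controls were cells with TRAIL plus DMSO for no effect and medium-only wells lacking cells for full effect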
CHOP inhibitor: inhibitors of CHOP promoter induction, primary screen, cell-based, unfolded protein response, luciferase reporter. AID 2732, 2010. inhibition, % at 10 µM. actives 3.8% (n = 220,000). CHO-K1 CHOP-promoter luciferase, tunicamycin-induced, 15-18 h;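 active = compounds that reduced the stress-induced luciferase reporter signal by more than about 70% of percent inhibition, limit read from the data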;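 note: 0% = tunicamycin plus vehicle and 100% = wells without tunicamycin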
* = called active by the depositor; x = not tested or not shown; & = joins results of further samples.

SMILES	TNF necrop inh	TRPN1 ag	Runt-SMMHC FRET	MDM2 E3 inh	p47phox inh	EBV gp42 inh	TRPML3 agonist	PPC-1+TRAIL kill	CHOP inhibitor
COc1ccc(/C=C2\CCCc3c2nc2ccccc2c3C(=O)OCC(=O)c2c(N)n(C)c(=O)n(C)c2=O)cc1	-2.8	2.6	16	-2	-54	2	0.5	22	45
COc1ccc(OC)c(S(=O)(=O)N(C)CC(=O)Nc2ccc3c(c2)OCCO3)c1	-1.9	1.0	-2	-20	-7	-4	0.2	24	19
COC(=O)CC1=NN(c2nc(C)cc(C)n2)C(=O)C1	-0.2	1.2	4	-5	-9	-15	0.9	8	11
CCN(CC(=O)Nc1ccccc1OC)C(=O)Cn1cnc2ccccc2c1=O	0.8	-0.8	1	6	-10	-10	-0.4	-2	5
C/C(=N/NC(=O)CSc1nc2ccccc2n1C)c1ccc(O)cc1	-0.7	1.6	-1	3	-7	-5	-0.9	-5	26
COC(=O)c1ccc(S(=O)(=O)NCc2ccc(S(N)(=O)=O)cc2)n1C	1.6	-1.8	-8	-10	-2	-17	-0.2	2	7
CCN(CC)CCOC(=O)c1ccc([N+](=O)[O-])cc1	2.6	-0.6	-6	-8	-17	0	1.0	22	-11
CCC(C)[C@H](NC(=O)NC(C)C)C(=O)O (some centres undefined)	-0.7	1.1	1	-13	-5	-15	0.6	28	-3
COc1ccc(CCNC(=O)COC(=O)/C=C/c2cccs2)cc1OC	-0.6	3.2	-1	-16	-3	-12	2.2	6	-12
CC(C)(C)c1ccc(C(=O)N2CCN(CCNC(=O)C(=O)NCc3ccccc3)CC2)cc1	2.8	2.2	-10	-1	-20	-8	1.3	27	41
Clc1ccc2[nH]cc(-c3nnnn3-c3ccccc3)c2c1	-9.5	-0.7	-4	5	-12	6	0.6	23	37
Cc1nc2ccc(S(=O)(=O)NC(C(=O)NCc3ccc4c(c3)OCO4)C(C)C)cc2s1 (centres undefined)	1.4	-1.9	0	-13	-32	2	-0.8	12	31
O=C(N1CCOCC1)N1CCC(NC(=O)C23CC4CC(CC(C4)C2)C3)CC1	-0.6	1.5	17	x	-24	-2	-0.1	1	9
O=c1cc(CSc2ccccc2)nc(-c2ccncc2)[nH]1	-0.2	-0.9	1	6	7	5	-0.7	6	11
Cc1ccc(-c2cccc(NC(=O)C3C(C(=O)O)[C@@H]4C=C[C@H]3C4)c2)o1 (some centres undefined)	-0.1	-1.1	17	-5	-27	-30	-0.3	0	-15
Cc1ccc(Nc2c(-c3ccccc3O)nc3ncccn23)cc1	-2.7	-1.1	0	-8	3	11	0.2	1	4
Cc1ccc(-c2n[nH]c(=O)c3ccccc23)cc1S(=O)(=O)NCCO	-1.5	-0.9	-1	-23	-4	-19	0.6	12	-7
Cc1cc(N/C=C\C(=O)c2ccc(Cl)c(Cl)c2)no1	-0.6	0.6	5	21	-10	-9	0.2	12	-6
COc1cc2cc(CN(CCc3cccc(C)c3)C(=S)NCCCN(C)C)c(=O)[nH]c2cc1OC	3.4	-0.6	3	-3	-24	-3	0.7	17	6
Cc1c(C(=O)N2CCc3ccccc32)oc2ccccc12	-1.7	-1.0	-1	-17	-8	-18	-0.7	28	25
Brc1ccc(-c2nc3ccccc3s2)s1	-5.5	0.4	-3	-41	-3	-7	1.2	22	55
COc1cc2c(cc1OC)CN(CC(=O)NC(=O)NC1CCCCC1)CC2	1.2	1.4	3	-9	-6	-6	1.4	5	1
CCC(C)c1ccccc1NC(=S)Nc1cccnc1 (centres undefined)	-2.7	-0.7	1	x	-8	-14	0.6	9	-9
COc1ccc(/C=C/C(=O)N(C(C)C)C(C)C)cc1Br	-2.7	-0.8	2	5	5	-16	-0.4	10	-53
CCOC(=O)c1cc(NC(=O)Nc2nc3ccccc3s2)c(C)nc1C	3.5	0.9	3	-15	4	-7	0.5	-9	20

(cont.)
SMILES	TNF necrop inh	TRPN1 ag	Runt-SMMHC FRET	MDM2 E3 inh	p47phox inh	EBV gp42 inh	TRPML3 agonist	PPC-1+TRAIL kill	CHOP inhibitor
Cc1cc(C)n(-c2nc(C)nc(N)n2)n1	-0.7	0.7	0	-2	-2	-4	0.4	-3	25
CN(C(=O)c1cnc2n(c1=O)CCS2)C1CCCCC1	1.6	0.1	-1	-7	-4	-16	1.1	24	14
COc1cc(OC)cc(C(=O)Nn2cc(C(=O)N3CCN(C)CC3)c3ccccc3c2=O)c1	0.6	1.8	2	-1	-8	5	0.5	-10	-28
CC12C(=O)N(c3ccc(OC(=O)c4ccco4)cc3)C(=O)C1C1c3ccccc3C2c2ccccc21 (centres undefined)	-0.2	-0.3	3	1	3	-15	0.5	20	11
COc1cccc(C(=O)Nc2ccccc2N2CCCC2)c1	0.2	-0.5	-1	2	-2	-9	0.7	11	3
CSc1sc(C(=O)N2CCCCC2)c(-c2cccs2)c1C#N	-0.8	-0.3	0	-11	3	-13	0.2	-4	14
CC(Oc1ccc(Cl)cc1Cl)c1nc(-c2ccccn2)no1 (centres undefined)	0.6	-2.3	-3	-11	-8	-1	-0.5	-18	-27
CCOC(=O)c1cc(C(=O)Nc2ccc(C)c(F)c2)nn1C	-2.1	-0.8	1	-9	8	2	-0.3	8	10
COC(=O)CCC(=O)NNC(=O)c1ccc(Cl)cc1Cl	-2.4	-0.6	1	-11	4	-27	0.6	19	1
Cc1c(NC(=O)COc2cccc3c2OC(C)(C)C3)c(=O)n(-c2ccccc2)n1C	1.6	0.8	-2	-44	-3	2	0.6	10	3
CN(C)CCCn1c(N)c(S(=O)(=O)c2ccccc2)c2nc3ccccc3nc21	-4.0	0.6	15	-11	-15	-1	1.9	0	7
COc1ccc(OC)c(NC(=O)C(=S)NC2CCCCC2)c1	1.8	-0.1	-4	-7	-3	4	0.1	28	-25
Cc1c(C(=O)N2CCN(c3ccccn3)CC2)oc2ccccc12	-0.5	0.3	-1	12	-4	-8	0.3	9	18
O=C(CCc1ccccc1)OCC(=O)c1ccc([N+](=O)[O-])cc1	-2.7	0.3	-1	-11	-12	-11	0.4	2	-3
COC(=O)c1ccc(COC(=O)c2ccc(N(C)C)cc2)cc1	-1.3	-1.0	-8	-11	-4	3	-0.3	9	80*
C=CCNc1nc(-c2ccccc2)c(C(=O)OCC)cc1C#N	-14	-2.5	-6	-7	-13	-4	-0.5	10	52
CCOC(=O)c1cc(NC(=O)N2CCCCC2)c(C)nc1C	-0.4	1.4	0	-5	-12	2	0.8	-23	28
O=C(/C=C/Sc1ccc(C(F)(F)F)cn1)c1ccccc1	-24	-0.1	4	18	0	-15	0.5	19	104*
O=C(CSc1ccc(-c2cccs2)nn1)NCCc1ccccc1	0.4	-1.0	-1	15	-18	-6	0.0	8	-22
Cc1cc(F)c(F)c(C(=O)N2CCOCC2)c1	-0.7	3.5	-2	-5	4	-1	-0.2	-2	14
Cc1ccc(COCCN2CCN(S(=O)(=O)c3ccc(C)cc3)CCC2=O)cc1	0.6	2.3	2	x	-13	-10	3.7	11	11
O=c1oc2ccccc2c(N2CCCC2)c1CN1CCCC1	0.8	0.5	-2	-36	-7	-20	0.6	18	21
C/C(=N\Nc1ccccn1)c1ccc(N2CCOCC2)cc1	3.8	-1.3	-1	-22	-2	-9	0.3	24	-46
COc1ccccc1NC(=O)N(Cc1ccco1)Cc1cc2cccc(C)c2[nH]c1=O	2.3	0.5	0	-7	2	-5	0.6	-2	-6
Cc1[nH]c2ccccc2c1C(=O)C(=O)NCc1cccs1	-0.4	0.9	4	-8	0	-20	1.6	-3	-5

Nothing new here: an excerpt of the list.
SMILES	TNF necrop inh	TRPN1 ag	Runt-SMMHC FRET	MDM2 E3 inh	p47phox inh	EBV gp42 inh	TRPML3 agonist	PPC-1+TRAIL kill	CHOP inhibitor
COc1ccccc1NC(=O)N(Cc1ccco1)Cc1cc2cccc(C)c2[nH]c1=O	2.3	0.5	0	-7	2	-5	0.6	-2	-6
Cc1[nH]c2ccccc2c1C(=O)C(=O)NCc1cccs1	-0.4	0.9	4	-8	0	-20	1.6	-3	-5

The listing continues.
SMILES	TNF necrop inh	TRPN1 ag	Runt-SMMHC FRET	MDM2 E3 inh	p47phox inh	EBV gp42 inh	TRPML3 agonist	PPC-1+TRAIL kill	CHOP inhibitor
c1cnc(SCCOc2ccc3c(c2)CCC3)nc1	-1.9	-0.9	-2	-14	-7	-22	0.4	-2	51
Oc1ccc(C=Nc2ccccc2-c2nc3ccccc3[nH]2)cc1	2.9	0.2	8	-10	-13	5	0.2	15	16
Cc1cc(C)cc(-n2nc(C)cc2N)c1	-13	-1.9	1	4	-2	-13	0.2	16	-13
CC(C)NC(=O)C1(O)c2ccccc2NC(=O)N1c1ccc(Cl)c(Cl)c1 (centres undefined)	2.8	1.3	2	-5	-7	-15	0.5	8	81*
Cc1cc(-c2c(C)[nH]n(-c3ccccc3)c2=O)n[nH]1	0.5	0.7	1	-13	-6	-8	0.7	22	-29
CCCOC(=O)CN1C(=O)c2ccc(C(=O)OCCC)cc2C1=O	-0.6	-1.6	1	-4	-4	-1	-1.3	-14	1
COC(=O)N/N=C1\CCCc2c(C)cc(C)cc21	-1.2	-0.6	1	-12	-2	-4	-0.5	-8	26
COC(=O)c1cc(-c2ccc(OC)cc2)n[nH]1	-1.6	0.0	0	-2	-313	3	0.2	14	18
COc1cccc(/C=N/Nc2nc(Nc3ccccc3)nc(-n3nc(C)cc3C)n2)c1O	-20	3.4	-5	-32	-18	0	1.3	0	87*
Cc1[nH]c2ccccc2c(=O)c1C(=O)/C=C/c1ccccc1	-13	3.5	0	-19	-6	-15	0.5	-14	-26
Cc1ccc2nc(N3CCN(c4ccccc4)CC3)c(C=O)c(=O)n2c1	-1.4	0.2	9	-16	-2	6	0.9	5	15
COc1ccc(CCNC(=O)C2CC(=O)N(C3CCCC3)C2)cc1OC (centres undefined)	-3.5	1.3	-11	-10	-10	-6	0.2	20	24
CC(C)(C)c1ccc(OCC(=O)O)cc1	0.9&2.1	0.3&0.1	0&-7	-3&-6	-15&-3	-13&-10	1.0&0.2	-37&12	35&20
C=CCn1c(C)cc(C(=O)CSc2nc3ccccc3c(=O)[nH]2)c1C	-1.3	0.1	0	-27	-23	-1	1.6	15	42
COc1cccc(N=Nc2c(=O)[nH]n3c(=O)c4c([nH]c23)CCC4)c1	0.8	-1.5	-8	1	-5	0	-0.3	14	4

Rows were taken by chance; overall some 5.9% were active at least once.
